Screens (PubChem)
TRPC4 block: TRPC4 (mouse) channel inhibition; Q9QUQ5; HEK293 TRPC4beta/mu-opioid, DAMGO-evoked Fluo4 calcium flux; hits give low values; B-score at 10 µM; 300,000 tested, 0.39% active; AID 2247;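 active means B-score over 3 SD under the library average, no early fluorescence shift, positive overall ratio signal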
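Material: HEK293 cells with stable TRPC4beta plus mu-opioid receptor expression; probe or stimulus: DAMGO in two steps, submaximal then maximal; technique: Fluo4 calcium fluorescence by kinetic imaging, 5 s 1 Hz baseline; measure: integrated fluorescence ratio relative to baseline, converted to per-well B score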
SKKanGAS inh: blocks kanamycin growth of S. pyogenes SKKanGAS strain. BacTiter-Glo, 6 h. inhibition, % at 7.5 µM. 300,000 tested, 1.3% active. AID 1662;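 active means mean replicate score, as percent of positive control median, at least 50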;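 further: strain carries kanamycin resistance gene driven by streptokinase promoter and grows in 40 µg/ml kanamycin; loss of luminescence reflects streptokinase promoter inhibition or plain growth inhibition; 0% = median of DMSO wells and 100% = positive control at its reference dose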
MrgX1 agonist: human MrgX1 receptor agonism, primary screen | Q96LB2 | MrgX1-HEK293 cells, Fluo-4 calcium fluorescence, agonist mode; hits give high values | B-score at 10 µM | 310,000 tested, 0.44% active | AID 588627;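 active means calcium response B-score plate-corrected fluorescence ratio at least 3 library SD, with starting fluorescence B-score inside 5 SD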
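times = overnight plating, then 30 min 37 °C plus 30 min room-temperature dye loading | assay system = stable human MrgX1 HEK293 cell line | input = fifteen thousand cells per well | signal = kinetic calcium dye fluorescence, Fluo-4 NW | dosing = compound delivered in addition one of three | read-out = B-scored fluorescence response ratio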
TRPC6 inh: inhibitors of mouse TRPC6 channel | HEK293-TRPC6, membrane potential dye, ACh-evoked depolarization; hits give low values | B-score at 10 µM | 310,000 tested, 1.1% active;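 active means B-score under library mean minus 3 SD, initial fluorescence not abnormally high, positive integrated signal ratio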;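 further: B-score derived from integrated fluorescence ratio over the kinetic read; more negative B-score means stronger inhibition of depolarization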
Target sequence (Q61143 whole entry, looked up): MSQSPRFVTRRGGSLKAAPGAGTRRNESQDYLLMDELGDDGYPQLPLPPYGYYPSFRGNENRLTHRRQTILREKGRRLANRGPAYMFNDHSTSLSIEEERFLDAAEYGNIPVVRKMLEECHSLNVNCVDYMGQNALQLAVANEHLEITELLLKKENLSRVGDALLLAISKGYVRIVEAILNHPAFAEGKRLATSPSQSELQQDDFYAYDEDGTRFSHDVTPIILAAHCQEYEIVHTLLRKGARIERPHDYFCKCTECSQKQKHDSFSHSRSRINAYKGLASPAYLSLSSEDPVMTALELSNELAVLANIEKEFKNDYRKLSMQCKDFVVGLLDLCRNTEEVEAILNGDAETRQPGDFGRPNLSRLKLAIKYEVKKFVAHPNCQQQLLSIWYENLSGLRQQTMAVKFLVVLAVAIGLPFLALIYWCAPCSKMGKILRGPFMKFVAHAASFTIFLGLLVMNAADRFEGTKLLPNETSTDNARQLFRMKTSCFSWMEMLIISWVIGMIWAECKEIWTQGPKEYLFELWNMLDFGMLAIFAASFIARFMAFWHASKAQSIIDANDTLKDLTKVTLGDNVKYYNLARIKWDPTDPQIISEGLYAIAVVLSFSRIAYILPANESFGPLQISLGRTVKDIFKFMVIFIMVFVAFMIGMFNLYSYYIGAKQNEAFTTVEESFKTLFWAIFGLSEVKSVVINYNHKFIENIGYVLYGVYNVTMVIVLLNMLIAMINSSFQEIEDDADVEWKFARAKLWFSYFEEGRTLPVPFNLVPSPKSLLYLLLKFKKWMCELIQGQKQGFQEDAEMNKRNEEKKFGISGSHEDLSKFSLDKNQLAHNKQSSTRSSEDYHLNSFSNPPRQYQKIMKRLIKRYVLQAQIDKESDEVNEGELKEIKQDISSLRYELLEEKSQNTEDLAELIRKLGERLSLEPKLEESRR
MrgX1 antag: human MrgX1 receptor antagonism, primary screen | Q96LB2 | MRGX1-HEK293 calcium flux, Fluo-4, BAM8-22 antagonism; hits give low values | B-score at 10 µM | 310,000 tested, 1.3% active | AID 588676;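 active means calcium-response B-score plate-corrected more than 3 library SD below zero, starting fluorescence within 5 deviations, no agonist response on first addition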;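 further: peak minus trough fluorescence over baseline after final BAM8-22 challenge near maximal dose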
HIF act: HIF pathway transcriptional activation | U2OS HRE-luciferase reporter, luminescence; normalized: DMSO 0%, desferrioxamine 100% | activation, % at 7.5 µM (by protocol) | 300,000 tested, 0.32% active | AID 1910;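 active means mean activation of at least 10% of the iron chelator positive control signal, with at least half of replicates also reaching 10%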
Platelet DG rel: platelet dense granule release activity; human platelet-rich plasma, SFLLRN dense granule ATP release, luminescence; inhibition, %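 (compounds screened at 7.5 µM in platelet-rich plasma)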; AID 1663; 300,000 tested, 0.22% active;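 active means mean replicate score, as percent of positive control, at or above 50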
RGS4 inh: human RGS4 inhibition | P49798 | HEK293 M3R/RGS4 inducible, Fluo-4 calcium flux; hits give high values; triggered by carbachol at its EC20 | B-score at 10 µM | 310,000 tested, 0.45% active | AID 463165;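 active means B-score, a plate-corrected calcium signal, over three deviations above library mean, with baseline fluorescence within five deviations of library mean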;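 further: RGS4 expression induced by doxycycline in cells with stable M3 receptor; B-score is computed from the integrated fluorescence ratio over baseline after carbachol; higher B-score means a larger calcium signal and so more RGS4 inhibition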
Target sequence (P49798 whole entry, looked up): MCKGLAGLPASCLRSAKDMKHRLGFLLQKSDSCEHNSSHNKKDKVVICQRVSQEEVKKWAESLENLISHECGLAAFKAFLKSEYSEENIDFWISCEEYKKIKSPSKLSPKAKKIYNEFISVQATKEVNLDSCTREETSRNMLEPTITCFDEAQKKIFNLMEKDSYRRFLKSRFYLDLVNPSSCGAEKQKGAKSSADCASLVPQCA
TRPC6 activator: activators of mouse TRPC6 channel. Q61143. HEK293-TRPC6 membrane potential dye fluorescence; hits give high values. B-score at 10 µM. 310,000 tested, 0.13% active. AID 2550;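 active means B-score of the integrated fluorescence ratio above library mean plus 3 SD, and starting fluorescence ratio within library mean plus 5 SD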;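 further: higher score means more depolarization so channel activation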
RGS4 pot: RGS4 potentiation or activation; HEK293 M3R/inducible RGS4, carbachol calcium flux Fluo4; hits give low values; AID 463111; 310,000 tested, 0.92% active; B-score at 10 µM;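 active means B-score of the integrated calcium signal more than 4 SD below the library mean, with starting fluorescence not abnormally high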;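 further: negative B-score means reduced calcium response which marks RGS4 activation or potentiation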
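Material: Inducible-RGS4 HEK293 cells carrying M3 receptor; also added: carbachol at ECmax as muscarinic agonist stimulus; incubation: compound preincubation 20 min at room temperature before agonist; signal: Fluo4-AM (2 µM) calcium-flux fluorescence, kinetic read; measure: integrated calcium ratio converted to B score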
MrgX1 PAM: human MrgX1 positive allosteric modulation, primary screen; MrgX1-HEK293, Fluo-4 calcium flux, FDSS; hits give high values; Q96LB2; B-score at 10 µM; 310,000 tested, 0.63% active;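 active means plate-corrected calcium response at least 3 library SD above typical, normal starting fluorescence, not activating the receptor alone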;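 further: compound read alongside a low EC10 to EC30 dose of BAM8-22 agonist; peak minus trough fluorescence over baseline measured at the second addition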
Active calls of the source: *; i = inactive; / = not tested or not shown. Random draw from the library (roughly 6.1% active in at least one column).

SMILES	TRPC4 block	SKKanGAS inh	MrgX1 agonist	TRPC6 inh	MrgX1 antag	HIF act	Platelet DG rel	RGS4 inh	TRPC6 activator	RGS4 pot	MrgX1 PAM
Cc1ccc(CN(C(=O)Cc2cccs2)C(C(=O)NC2CCCC2)c2ccncc2)cc1 (centres undefined)	i	-5.6	i	i	i	-0.1	6.6	i	i	i	i
Cc1nn(CCC#N)c(C)c1Oc1ccccc1O	i	-5.1	i	i	i	-0.6	3.0	i	i	i	i
COc1cccc(-c2nc(-c3ccccn3)no2)c1	i	8.6	i	i	i	-3.4	26.5	i	i	i	i
CC(C)CN1C(=O)c2ccc(C(=O)NCc3ccccn3)cc2C1=O	i	-22.1	i	i	i	-0.2	20.1	i	i	i	i
CC(C)C(=O)NC(CC(=O)O)c1ccccc1 (centres undefined)	i	4.1	i	i	i	-0.3	-2.2	i	i	i	i
N#Cc1c(SCC(=O)OCc2ccccc2)nsc1SCC(=O)OCc1ccccc1	i	1.3	i	i	i	-0.4	1.7	i	i	i	i
CN1C(=O)S/C(=C\c2ccc(-n3cncn3)cc2)C1=O	i	-2.1	i	i	i	-0.7	-2.6	i	i	i	i
COc1ccc(-c2cc(C(=O)NCCCn3ccnc3)c3ccccc3n2)c(OC)c1	i	0.5	i	i	i	-0.3	7.8	i	i	i	i
CN(C)CCSc1nnc2sc3ccccc3n12	i	-4.9	i	i	i	0.1	0.7	i	i	i	i
COc1ccc(N2CCN(CCNC(=O)Nc3ccc(Cl)cc3)CC2)cc1	i	-9.5	i	i	i	-0.1	-8.7	i	i	i	i
COc1ccc(-c2nn(-c3ccccc3)cc2/C=N/Nc2ccccn2)cc1	i	-0.2	i	i	i	-1.1	0.8	i	i	i	i
O=C(CN(C(=O)CNC(=O)c1ccco1)c1ccc(Cl)c(Cl)c1)NC1CCCCC1	i	-2.3	i	i	i	-0.1	-14.4	i	i	i	i
COCCn1nnnc1CN1CCC(O)(c2cccc(C(F)(F)F)c2)CC1	i	-1.0	i	i	i	-0.7	-2.2	i	i	i	i
Cn1c(CN2CCN(C(=O)c3ccco3)CC2)nc2cc([N+](=O)[O-])ccc21	i	-6.6	i	i	i	-0.3	41.0	i	i	i	i
O=C1N=c2ccc([N+](=O)[O-])cc2=C1c1sc(=O)[nH]c1O	i	8.4	i	i	i	0.0	-1.9	i	i	i	i
Cc1ccc(NC(=O)Nc2ccc3c(c2)CCC3)c(C)c1	i	/	i	i	i	/	/	i	i	i	i
Cc1c(/C=N\NC(=O)C2COc3ccccc3O2)c2ccccc2n1C (centres undefined)	i	1.4	i	i	i	-0.3	-12.6	i	i	i	i
CSc1ccccc1NC(=O)COc1ccccc1Cl	i	6.1	i	i	i	1.4	0.0	i	i	i	i
COCCCNC(=S)Nc1cccc(S(=O)(=O)NC2=NCCC2)c1	i	-7.6	i	i	i	-0.2	-14.8	i	i	i	i
CN(C)CCCN1CC(=O)N2[C@@H](Cc3c([nH]c4ccccc34)C2(C)C)C1=O	i	0.3	i	i	i	-0.5	4.5	i	i	i	i
O=C(Cn1ccc([N+](=O)[O-])n1)NCc1ccccc1	i	-5.5	i	i	i	-0.6	0.2	i	i	i	i
COc1ccc(OC)c(NS(=O)(=O)c2cc(OC)ccc2OC)c1	i	-7.1	i	i	i	0.0	10.3	i	i	i	i
Cc1cccc(NC(=O)Nc2ccccn2)c1C	i	2.2	i	i	i	2.7	5.3	i	i	i	i
COc1ccccc1CN(CC(=O)NCc1ccc2c(c1)OCO2)C(=O)c1ccc2c(c1)OCCO2	i	1.4	i	i	i	-0.1	6.5	i	i	i	i
CCOc1ccc(NS(=O)(=O)c2ccc(SC)cc2)cc1	i	-7.2	i	i	i	0.1	-5.0	i	i	i	i
CC(c1ccccc1)n1c(-c2ccc(C(C)(C)C)cc2)n[nH]c1=S (centres undefined)	i	14.4	i	i	i	0.3	-2.8	i	i	i	i
N=c1c(C(=O)NCc2ccco2)cc2c(=O)n3ccccc3nc2n1Cc1ccc(Cl)cc1	i	16.7	i	i	i	-0.3	0.2	i	i	i	i
COc1ccc(C2C(C(=O)OCC(=O)NC(C)(C)C)CCC(=O)N2c2ccc(C)cc2)cc1OC (centres undefined)	i	-4.5	i	i	i	-0.2	0.6	i	i	i	i
COc1ccccc1NC(=O)C(C)OC(=O)CCC1CCCCC1 (centres undefined)	i	6.7	i	i	i	0.5	25.1	i	i	i	i
CC(C)NC(=O)CCn1ccc2cc(S(=O)(=O)N3CCCC3)ccc21	i	6.9	i	i	i	-0.6	1.1	i	i	i	i
O=C1/C(=C/c2ccc(F)c(F)c2)CSc2sccc21	i	18.5	i	i	i	0.0	4.3	i	i	i	i
Cc1ccc2cc(CN(Cc3cccs3)C(=O)c3ccco3)c3nnnn3c2c1C	i	63.1*	i	i	i	3.5	-4.3	i	i	i	i
COc1ccc(N(C(=O)CNC(=O)c2ccco2)C(C(=O)NC2CCCCC2)c2ccncc2)cc1 (centres undefined)	i	0.4	i	i	i	-0.2	-1.5	i	i	i	i
COc1ccc(/C=N/n2c(-c3ccccc3)n[nH]c2=S)cc1	i	30.4	i	i	i	-1.4	-1.6	i	i	i	i
CCC(C)NC(=O)CS(=O)Cc1nc(-c2cccc(OC)c2)oc1C (centres undefined)	i	-3.5	i	i	i	0.3	-0.5	i	i	i	i
Cc1cccc(-c2nc(CSCC(=O)N3CCN(Cc4ccc5c(c4)OCO5)CC3)c(C)o2)c1	i	2.4	i	i	i	0.2	-2.2	i	i	i	i
CC(C)c1ccc(N)c(S(=O)(=O)O)c1	i	0.3	i	i	i	-0.9	-2.1	i	i	i	i
CC(NC(=O)CCNC(=O)c1ccccc1Cl)c1ccc(-n2ccnc2)cc1 (centres undefined)	i	0.5	i	i	i	-0.4	2.8	i	i	i	i
CCN(CC(=O)Nc1cc(Cl)ccc1C)C(=O)c1ccc2c(=O)n3c(nc2c1)CCC3	i	0.6	i	i	i	-0.5	1.4	i	i	i	i
CN(C)CCCNC(=S)Nc1ccc(Oc2ccccc2)cc1	i	8.6	i	i	i	-0.3	0.2	i	i	i	i
CCCCCN(C(=O)CCC(=O)OC(C)C(=O)c1ccccc1)c1c(N)n(CCCC)c(=O)[nH]c1=O (centres undefined)	i	3.5	i	i	i	-0.1	1.1	i	i	i	i
O=C(c1cnn2c(C(F)F)cc(-c3ccccc3)nc12)N1CCN2CCCC2C1 (centres undefined)	i	2.3	i	i	i	-0.3	8.3	i	i	i	i
C=CCNC(=O)C1CC=CCC1C(=O)O (centres undefined)	i	1.3	i	i	i	0.1	-4.4	i	i	i	i
COc1cccc(NC(=O)Cn2nc(Cc3cccnc3)c3ccccc3c2=O)c1	i	-8.8	i	i	i	-0.4	-1.3	i	i	i	i
CCOC(=O)C1=C(c2ccccc2)NC(=S)NC1c1cccc([N+](=O)[O-])c1 (centres undefined)	i	-15.3	i	i	i	-43.1	-7.6	i	i	i	i
Cn1nc(NC(=O)CC23CC4CC(CC(C4)C2)C3)c2c(F)cccc21	i	27.3	i	i	i	-0.1	-6.7	i	i	i	i
COc1ccc(-c2c(C)nc3c(-c4ccsc4)cnn3c2N)cc1	i	5.6	i	i	i	3.4	0.2	i	i	i	i
CCN(C(=O)CSc1nnc(-c2ccncc2)n1C)C1CCS(=O)(=O)C1 (centres undefined)	i	-2.2	i	i	i	-0.3	-24.2	i	i	i	i
Cc1occc1-c1nnc(SCC(=O)c2ccccc2)n1CC1CCCO1 (centres undefined)	i	-5.5	i	i	i	1.3	-4.3	i	i	i	i
O=C1CCCc2ccccc2N1Cc1ccc(Cl)cc1Cl	i	1.4	i	i	i	-0.1	-3.8	i	i	i	i
COc1ccc(CNC(=O)C(c2ccc(O)cc2)N(Cc2ccco2)C(=O)c2snc(C(N)=O)c2N)cc1 (centres undefined)	i	-1.8	i	i	i	-0.7	18.8	i	i	i	i
CCC1NC(C(=O)O)Cc2c1[nH]c1ccccc21 (centres undefined)	i	-0.9	i	i	i	0.2	0.4	i	i	i	i
Cc1ccc2nc(C(C)O)[nH]c2c1 (centres undefined)	i	2.1	i	i	-7.07*	0.7	-8.4	i	i	i	i
Cc1ccc(S(=O)(=O)N2CCOCC2)cc1C(=O)Nc1cccc(S(=O)(=O)N2CCCC2)c1	i	0.1	i	i	i	-0.7	-2.0	i	i	i	i
O=C1c2ccccc2-c2c1cccc2C(=O)N1CCN(C(=O)c2ccco2)CC1	i	4.4	i	i	i	-0.2	-4.8	i	i	i	i
CCn1cc(C(=O)NCCCN(C)C)c(=O)c2cc(F)c(N3CCN(C)CC3)cc21	i	1.3	i	i	i	0.8	2.3	i	i	i	i
COc1cccc(-n2c(Cc3cc(=O)[nH]c(=O)[nH]3)nnc2SCc2cccc(C(F)(F)F)c2)c1	i	-13.3	i	i	i	0.1	0.3	i	i	i	i
CCC(C)[C@@H](N)C(=O)N/N=C/c1cccc2nccnc12 (some centres undefined)	i	-4.0	i	i	i	-0.3	-1.9	i	i	i	i
CCN(CC(=O)Nc1ccc2c(c1)OCCO2)C(=O)c1cccc(OCC(C)C)c1	i	1.3	i	i	i	0.1	2.0	i	i	i	i
O=C(CNC1CCCCC1)NCC1(c2ccccc2)CCCC1	i	-3.4	i	i	i	0.2	5.7	i	i	i	i

Other structures follow:
SMILES	TRPC4 block	SKKanGAS inh	MrgX1 agonist	TRPC6 inh	MrgX1 antag	HIF act	Platelet DG rel	RGS4 inh	TRPC6 activator	RGS4 pot	MrgX1 PAM
CCc1ccccc1N(CC)C(=O)c1cn(CC)c(=O)c2cc(OC)c(OC)cc12	i	-1.2	i	i	i	2.5	0.9	i	i	i	i
CC(=O)NCCCC(=O)NN1C(=S)N(Cc2ccccc2)C(=O)C1CC(=O)Nc1cccc(C)c1 (centres undefined)	i	-1.8	i	i	i	-0.6	3.3	i	i	i	i
Cc1ccc(-n2ncc3c(NCCCn4ccnc4)ncnc32)c(C)c1	i	-0.9	i	i	i	0.1	-4.3	i	i	i	i
OCC1(Cc2ccccc2C(F)(F)F)CCN(Cc2cccc3cnccc23)CC1	i	-6.3	i	i	-7.22*	-0.4	3.8	i	i	i	i
O=C(CCS(=O)(=O)CCN1CCOCC1)NCNC(=O)CCS(=O)(=O)CCN1CCOCC1	i	-1.4	i	i	i	-0.3	-0.4	i	i	i	i
